Compound activity as filed in PubChem.
NPY2 pot ag: human NPY-Y2 potentiation or agonism, primary screen | P49146 | cells expressing NPY-Y2, potentiator/agonist read-out | AID 1359 | 0.45% of 220,000 active | activation, % at 3.6 µM; in the data active = activation above about 27%;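 also: cells stimulated with NPY near EC25 plus isoproterenol at EC100; 0% = vehicle plus submaximal agonist and 100% = vehicle plus saturating agonist; some results beyond the cut were filed as inactive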
PERK inh: human PERK inhibition, primary cell-based screen; Q9NZJ5; CHO PERK-DD fusion, SEAP luminescence translation reporter; inhibition, % at 5.6 µM; 0.17% of 220,000 active; AID 1416;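 active = inhibition above the mean inhibition of all tested compounds plus 3 SD, set separately per screening campaign, cut at about 2.9% in these data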;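 also: PERK kinase domain activated by AP20187 dimerizer at 100 nM; 0% = DMSO with dimerizer and 100% = rapamycin at 8.4 µM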
MDM2 E3 inh: blocks human Mdm2 ubiquitin ligase activity; Q00987; cell-based MDM2 ubiquitination luciferase reporter, 2 h; 0 = plate control, 100 = twice control, blank-subtracted; signal enhancement, % at 5 µM; 0.11% of 210,000 active; AID 1230;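 active = signal enhancement of 30% or more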;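 also: luminescence tracks abundance of the self-degrading MDM2-luciferase fusion protein; higher signal means inhibition of MDM2 E3 ligase activity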
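Test system: stable mammalian line carrying autodegrading MDM2–luciferase fusion reporter; quantity: 2000 cells in each well; times: 4 h cell settling then 2 h compound exposure, 37 °C; detection: luminescence with SteadyLite reagent, 15 min at room temperature; evaluation: percent signal gain over controls, blank-subtracted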
Ba/F3 V617F tox: reduce viability of Ba/F3 cells dependent on JAK2V617F. Ba/F3 EpoR-JAK2V617F viability, ATP luminescence. inhibition, % at 5.6 µM. 1.1% of 220,000 active;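 active = inhibition above the campaign mean plus 3 SD over all tested compounds, cut at about 24% in these data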;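 also: cytokine-independent growth of Ba/F3 cells driven by EpoR plus mutant JAK2; 0% = DMSO-treated cells and 100% = JAK inhibitor I control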
S1P4 antagonist: human S1P4 receptor antagonism | O95977 | S1P4-expressing cells, antagonist mode, reporter read-out | inhibition, % at 4.98 µM | 0.26% of 220,000 active; in the data active = inhibition above about 29%;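 also: 0% = wells stimulated with agonist and 100% = vehicle wells without agonist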
Target sequence (O95977 whole entry, looked up): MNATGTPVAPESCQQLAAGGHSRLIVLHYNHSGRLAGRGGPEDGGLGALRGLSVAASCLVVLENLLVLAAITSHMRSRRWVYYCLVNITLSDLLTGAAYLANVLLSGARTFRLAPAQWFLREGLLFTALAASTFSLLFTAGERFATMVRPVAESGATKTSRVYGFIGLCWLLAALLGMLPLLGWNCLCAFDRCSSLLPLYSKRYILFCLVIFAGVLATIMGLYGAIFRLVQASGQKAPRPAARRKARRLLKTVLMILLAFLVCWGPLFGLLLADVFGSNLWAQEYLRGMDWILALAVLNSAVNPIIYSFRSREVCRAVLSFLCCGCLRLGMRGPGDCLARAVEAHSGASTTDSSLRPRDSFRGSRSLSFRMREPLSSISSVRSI
Wee1 degr inh: human Wee1 degradation inhibition, primary screen; P30291; HeLa Luc-Wee1K328M stability, luciferase luminescence; 100% = proteasome inhibitor MG132 effect; reporter increase, % at 5 µM; 1.2% of 220,000 active;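 active = activation above the mean of all tested compounds plus 3 SD, set per screening run, cut at about 8.8% in these data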;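 also: cells exposed to compound for 20 h before luminescence read; 0% = DMSO alone and 100% = MG132 at 30 µM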
Target sequence (P30291 whole entry K328M): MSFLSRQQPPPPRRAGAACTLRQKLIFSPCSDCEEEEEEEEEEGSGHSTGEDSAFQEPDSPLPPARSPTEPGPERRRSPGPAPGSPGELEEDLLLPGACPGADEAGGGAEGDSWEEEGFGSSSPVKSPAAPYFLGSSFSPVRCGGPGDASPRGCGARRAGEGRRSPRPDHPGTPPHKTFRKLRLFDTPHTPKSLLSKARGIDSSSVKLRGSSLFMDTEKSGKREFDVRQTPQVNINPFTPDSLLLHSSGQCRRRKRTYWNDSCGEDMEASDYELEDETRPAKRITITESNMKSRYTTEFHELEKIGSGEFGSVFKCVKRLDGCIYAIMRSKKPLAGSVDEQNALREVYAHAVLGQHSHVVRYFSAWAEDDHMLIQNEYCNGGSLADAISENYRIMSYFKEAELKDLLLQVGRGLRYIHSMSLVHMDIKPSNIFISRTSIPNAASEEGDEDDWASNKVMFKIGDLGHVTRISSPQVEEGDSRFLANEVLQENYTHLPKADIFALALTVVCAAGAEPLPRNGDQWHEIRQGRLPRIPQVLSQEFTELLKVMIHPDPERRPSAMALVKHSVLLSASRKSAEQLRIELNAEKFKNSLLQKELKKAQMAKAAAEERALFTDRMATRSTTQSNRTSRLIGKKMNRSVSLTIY
BaF3 parental: reduces parental Ba/F3 cell viability, JAK2V617F counter-screen; CellTiter-Glo ATP luminescence; inhibition, % at 5.6 µM; 1.1% of 220,000 active;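 active = inhibition above a per-campaign cutoff, the mean inhibition of all tested compounds plus 3 SD, cut at about 27% in these data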;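 also: 0% = DMSO wells and 100% = JAK Inhibitor I control wells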
eIF4E 4G PPI: inhibitors of eIF4E and eIF4G interaction in translation initiation. P63073+Q04637. TR-FRET eIF4E-eIF4GI(517-606) binding, 2 h. inhibition, % at 21.7 µM. 0.37% of 220,000 active;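 active = inhibition above about 30%, limit read from the data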;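 also: 0% = full FRET control wells and 100% = background wells lacking eIF4GI fragment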
S1P4 agonist: human S1P4 receptor agonism. activation, % at 4.98 µM. AID 1509. S1P4-expressing cell line, agonist reporter assay. 0.35% of 220,000 active. O95977; in the data active = activation above about 11%;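 also: 0% = DMSO vehicle and 100% = reference agonist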
The depositor's hits bear a star; x = no result given; & = joins results of further samples; [ ] = dose if it differs, or a comment.

Every second line gives: MDM2 E3 inh, NPY2 pot ag, S1P4 antagonist, Wee1 degr inh, S1P4 agonist, Ba/F3 V617F tox, BaF3 parental, eIF4E 4G PPI, PERK inh
> O=C(CCn1c2c(c3ccccc31)CCCC2)NNC(=O)c1ccccc1Cl
    -7.7, -4.1, -22.4, -1.7, -2.3, -4.2, 5.4, -1.6[fluorescence artefact?], -0.7
> COc1ccccc1-n1c(COc2ccccc2-c2ccccc2)nnc1SCC(=O)c1c(N)n(C)c(=O)n(C)c1=O
    11.6, 10.4, -9.5, -1.5, 0.3, 0.5, 4.9, 16.8, 1.2
> CCOC(=O)/C(=N\Nc1ccc(C(C)=O)cc1)c1csc(Nc2ccccc2)n1
    8.6, -3.7, -5.7, 1.3, -0.4, 1.7, 12.1, 4.1, 0.8
> Cc1cccc(N(C(=O)Nc2ccc(Cl)cc2)C2=NCC(C)S2)n1 (centres undefined)
    x, -7.4, -7.9, -1.8, 0.7, -3.2, 4.4, -2.9, 1.3
> CCn1c(SCC(=O)Nc2ccc(C(C)=O)cc2)nc2nc3c(cc2c1=O)CCCC3
    -6.1, -5.1, 0.7, 0.1, 3.1, -4.5, 1.1, 51.4*, 1.1
> O=P(c1cccs1)(c1cccs1)c1cccs1
    -14.6, 0.0, -13.8, -2.4, 1.5, 2.8, 2.4, -1.1[fluorescence artefact?], 1.2
> CCOC(=O)Nc1ccc(S(=O)(=O)Nc2nccc(C)n2)cc1
    10.0, 3.6, -2.3, -1.7, -1.3, -3.7, 4.6, 1.8[fluorescence artefact?], 0.8
> CCc1ccc(Oc2cc(Cl)nc(N)n2)cc1
    7.1, 3.1, -13.2, -2.0, 0.1, -3.9, 3.0, 25.5[fluorescence artefact?], 1.2
> c1ccc(Nc2ccc3c4c(cccc24)CC3)cc1
    3.5, -19.6, 2.5, -2.3, 0.3, -1.3, 3.6, 3.8, 0.1
> COc1ccccc1N1CCN(CC(=O)Nc2ccc(Cl)c(C(F)(F)F)c2)CC1
    -3.4, -27.3, -11.4, 1.2, -1.3, 2.1, 6.7, -1.5, 0.3
> COc1ccc(NC(=O)c2ccccc2-c2ccccc2)c(C)c1
    -7.5, -3.7, -22.9, -0.1, 2.8, 3.2, 3.3, -4.5, -0.3
> Cc1ccc(Sc2sc(=O)n(C)c2S(=O)(=O)c2ccc(C)cc2)cc1
    3.9, 5.5, 2.2, 2.0, 0.8, 0.0, 5.8, -0.9, 1.5
> Clc1cccc(-c2ccnc3nc(-n4cccc4)nn23)c1
    -24.3, -2.2, -10.4, -0.1, 1.8, -1.5, 0.7, 5.4, -0.1
> COc1cccc(NC(=O)Nc2ccc(C)c(Cl)c2)c1
    -2.3, -1.2, 6.2, 0.2, 0.5, 2.2, -0.2, 2.9, -0.1
> COc1ccc(C(=O)CNc2ccccc2C#N)cc1
    -15.6, -16.5, -14.1, 2.2, 0.0, 6.3, 12.4, -1.3, 0.3
> COc1cccc(C(=O)C2CCCN(Cc3c(C)n(C)n(-c4ccccc4)c3=O)C2)c1 (centres undefined)
    -2.1, -3.2, 9.7, 0.4, -0.4, -0.1, -0.1, -6.2, -1.5
> COc1cccc(C(=O)NCc2nnc(SCC(=O)Nc3nccs3)n2-c2ccccc2)c1
    -15.7, 5.2, -1.1, -2.1, -2.2, 3.9, 3.5, 2.9, 0.1
> O=C(Cc1csc(-c2ccccc2)n1)NCc1cccs1
    -13.6, -6.3, -4.7, 2.2, 1.3, -4.3, -0.2, -4.0, 0.3
> COC(=O)c1cc(=O)n(-c2c(Cl)cc(C(F)(F)F)cc2Cl)[nH]1
    -15.6, 12.0, 14.4, -3.1, -0.1, -0.4, 1.1, 6.8, 0.1
> Cc1nnc(SCc2cc(=O)[nH]c(N3CCN(Cc4ccccc4)CC3)n2)s1
    -8.3, -0.8, -12.4, 0.1, 1.0, 4.2, 8.3, -2.1, 0.5
> CC(=Nc1ccccc1)C1=C(O)COC1=O
    x, -7.3, 10.0, 0.5, 0.7, -0.1, 3.9, -2.8, 0.1
> O=C(Nc1cnccn1)Nc1ccc(Cl)cc1Cl
    -8.8, -6.0, -13.4, -3.6, 1.1, 0.2, 6.1, -2.5, 0.7
> CCOC(=O)c1sc2nccc(OC)c2c1N=CNOC
    -10.1, 2.5, -8.4, 0.4, 1.2, 1.5, 3.7, -0.4, 1.1
> CC(/C=C1\SC(=S)N(NC(=O)c2ccc(O)cc2)C1=O)=C\c1ccccc1
    -5.2, 4.9, 9.8, -2.5, 0.3, -2.9, 4.8, 1.5[fluorescence artefact?], 0.6
> Cc1cc(O)cc(O[C@H]2OC(CO)[C@H](O)[C@@H](O)[C@H]2O)c1 (some centres undefined)
    x, 10.6, -10.6, -2.5, 0.2, 1.7, 3.4, -1.2, 0.6
> COc1ccc(C2=C(CN(C)C)C(c3ccccc3)c3ccccc3O2)cc1 (centres undefined)
    -11.4&-17.0, -20.9&-36.8, 0.7&6.5, -1.4&1.0, -0.6&-0.9, 5.1&2.9, 3.6&8.7, 0.6&0.6, -0.5&-1.0
> Cc1cc(-n2c(C)cc(C(=S)N3CCOCC3)c2C)ccc1Br
    -11.8, -1.4, -1.7, -1.2, 0.5, 4.3, 7.0, 1.8[fluorescence artefact?], -0.5
> COc1ccc(-c2noc(C)c2-c2ccc3ccccc3n2)c(O)c1
    12.9, 0.5, -17.4, -1.5, 0.0, -1.6, 0.7, -5.7, -0.9
> CN(c1ccccc1)S(=O)(=O)c1ccc(NC(=O)c2ccco2)cc1
    8.7, 5.0, -20.7, -1.8, 2.8, -1.3, 4.7, 2.3, 1.4
> Cn1c(O)c(C=NCC2CCNCC2)c(=O)n(C)c1=O
    -2.6, -10.7, -8.8, -3.2, -2.8, 6.4, 92.8*, 4.7, 1.1
> COc1cc2c(cc1OC)CN(CC(=O)Nc1ccccc1C#N)CC2
    -20.1, 5.5, -22.8, -0.7, -2.1, -3.9, -0.4, -3.9, -0.9
> O=C(Nc1cccc(F)c1)c1coc(=O)c(Br)c1
    -5.2, -4.8, -7.3, 1.0, 2.9, 1.1, -0.5, 7.7, 0.9
> CN(CCO)c1ncnc2nc[nH]c12
    -17.4, -4.6, -11.8, -3.4, 3.6, -2.1, -2.6, 2.4, 0.7
> CCN1CCCC1CNC(=O)c1ccc2c(=O)n(CCOC)c(=O)[nH]c2c1 (centres undefined)
    -15.0, 19.9, -10.5, 1.9, 1.1, -1.7, -0.1, -4.1, 0.8
> Cc1cc(Cc2cc(C)c(N)cc2C)c(C)cc1N
    0.8, -0.8, 1.4, -3.4, 2.3, 0.7, 9.0, -4.3, 1.3
> CCCc1cc(-c2n[nH]c(=S)n2-c2cccc(C)c2)cs1
    -1.4, 11.9, -1.0, 3.1, 1.7, -2.6, 6.2, 0.1, 1.9
> O=C(Nc1ccc(Cl)cn1)C1CC1
    -7.5, -4.7, -17.7, 4.8, -0.4, 6.3, 11.0, -5.0, 0.7
> NC(=O)c1ccc(NC(=O)CCCc2nc(-c3ccccc3Cl)no2)cc1
    -27.0, 0.1, 11.8, -1.9, 1.8, 3.9, 4.3, 3.2, 0.4
> Cc1csc(NC(=O)c2nn(C)c(C)c2[N+](=O)[O-])n1
    -5.2, -5.5, -44.2, -3.1, -1.3, 3.9, 10.9, 0.2, 0.9
> COc1cc2cc(CN(CCO)C(=O)c3cccs3)c(=O)[nH]c2cc1OC
    -8.6, 4.5, 6.9, 0.2, -3.3, -4.0, 0.1, -4.5, 0.2
> CCCN(CCC)CCNC(=O)C1c2ccccc2C(=O)N(CCOC)C1c1ccc(F)cc1 (centres undefined)
    -4.4, 3.1, -23.2, -0.7, 1.0, 0.7, 4.5, -6.1, -1.1
> Cn1c(COc2cccc3ccccc23)nnc1SCC(=O)OC1CCCCC1
    x, -27.2, -7.1, 9.5*, 0.9, 10.8, -23.8, 4.0, 0.7
> CC1=NN(c2nc(-c3ccc(C)cc3)cs2)C(=O)C1N=Nc1cccc(C)c1 (centres undefined)
    -12.2, -6.1, 1.4, -0.9, -1.4, -0.7, 4.8, 2.4, 0.8
> C#CCn1c(=NC(=O)c2ccco2)sc2cccc(Cl)c21
    -15.9, -58.4, 3.8, -3.4, 0.5, -3.0, -1.5, -1.8, -1.0
> CC(NC(=O)c1cc(-c2ccc3c(c2)OCO3)nc2ccccc12)C(C)(C)C (centres undefined)
    -20.4, -118.9, 7.7, -0.4, -1.7, -2.2, -0.6, -2.5, -0.2
> COCCN(C(=O)c1ccco1)c1nnc(-c2ccc(OC)cc2)s1
    -12.4, 14.3, -1.2, -0.2, -0.9, 1.0, 3.7, 1.7, -0.4
> c1ccc(CC2CCN(C(c3cccs3)c3nnnn3C3CCCC3)CC2)cc1 (centres undefined)
    21.7, 0.5, -9.2, -1.1, -2.4, -2.3, 0.6, 10.0[fluorescence artefact?], 0.7
> Cc1ccnc(NS(=O)(=O)c2ccc(NC(=O)C3CCCCC3C(=O)O)cc2)n1 (centres undefined)
    -12.3, 8.2, 4.7, -2.7, 2.3, 0.6, 3.8, 0.1, 1.6
> CCOC(=O)C1=C(C)Nc2ccccc2N=C1NC(=O)Cc1ccc(Br)cc1
    -12.6, -1.2, -10.4, -2.0, -0.6, 1.4, 4.5, -1.1, 0.5
> COc1ccc(C)cc1S(=O)(=O)N1CCN(Cc2ccccc2)CC1
    -4.8, 6.0, -19.0, -2.2, 1.5, -3.3, -0.4, 5.4, -1.0
> CCn1nc(C(=O)OCC(=O)NCC(C)C)c2ccccc2c1=O
    -29.7, 4.9, -13.8, 0.2, 0.3, 1.4, 3.4, 1.6, -0.4
> O=c1ccc(Oc2nc(N3CCOCC3)nc(N3CCOCC3)n2)nn1-c1ccccc1
    -17.9, -7.3, 7.3, 3.4, -0.4, 3.9, 4.5, -2.2, -0.3
> O=C(O)c1ccc(Cl)c(NC(=O)C2CCCN2S(=O)(=O)c2cccc3nsnc23)c1 (centres undefined)
    1.1, -5.4, -18.6, -2.7, 1.1, 3.7, 1.0, -0.1, 2.1
> Cc1n[nH]c(=O)n1-c1cccc(C(F)(F)F)c1
    -14.1, 4.8, -6.9, -2.4, -0.4, 1.1, 4.0, -0.9, -0.3
> CCOC(=O)c1ccc(N2C(=O)CC(Sc3nnc(C)s3)C2=O)cc1 (centres undefined)
    -12.0, -5.8, -17.5, -2.4, -0.8, 6.8, 9.5, 5.9, 0.1
> CCCCC/C=N\NC(=O)Cc1ccc([N+](=O)[O-])cc1
    3.9, 6.2, -11.5, 2.6, -1.8, -4.7, -0.1, 13.7, 1.1
> CCn1c(SCC(=O)c2cccs2)nnc1-c1cccs1
    -6.7, -4.5, -14.2, -2.5, 1.3, 0.0, 6.0, 2.3, -0.5
> Cc1ccc(-c2cc(-c3c(C)nn(C)c(=O)c3N)[nH]n2)cc1
    -10.3, -5.0, -7.0, 2.0, 0.4, -0.3, 2.5, 4.3, 2.5
> CCOC(=O)c1c(NC(=S)Nc2ccc(OC)cc2)sc2c1CCC2
    -10.8, 1.7, -6.4, 0.5, -1.1, -4.1, 3.7, 1.8[fluorescence artefact?], 1.1
> Cc1ccc(C(=O)c2coc3ccc(O)c(Cl)c23)cc1
    -8.8, -10.4, 11.3, 3.8, 1.3, -3.5, 2.7, x, 1.1
> COc1ccccc1N1CCN(C(=O)CCNS(=O)(=O)c2ccc(Br)s2)CC1
    -8.2, 14.2, 6.1, -2.8, -1.1, 0.6, 2.4, -3.3, -1.1
